# KCNQ2 inh = KCNQ2 channel blockers in CHO-K1 cells – cell-based, FluxOR thallium flux, B-score, primary screen (AID 2156). O88943. 20 min; hits give low values. B-score at 10 µM. 1.1% of 310,000 active;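 active means fluorescence ratio B-score at most minus 3 library SDs, with starting brightness B-score within 2 library SDs, cut at about -5.5 in these data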
# STK33 inh = blocks human STK33 kinase activity; AID 2661; inhibition, % at 10 µM; purified STK33, MBP phosphorylation, ADP-Glo luminescence; Q9BYT3; 0.073% of 320,000 active;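 active means inhibition at or above 25%, using the most active replicate where run in duplicate; inactive means inhibition below 25%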
# Target sequence (Q9BYT3 whole entry, looked up): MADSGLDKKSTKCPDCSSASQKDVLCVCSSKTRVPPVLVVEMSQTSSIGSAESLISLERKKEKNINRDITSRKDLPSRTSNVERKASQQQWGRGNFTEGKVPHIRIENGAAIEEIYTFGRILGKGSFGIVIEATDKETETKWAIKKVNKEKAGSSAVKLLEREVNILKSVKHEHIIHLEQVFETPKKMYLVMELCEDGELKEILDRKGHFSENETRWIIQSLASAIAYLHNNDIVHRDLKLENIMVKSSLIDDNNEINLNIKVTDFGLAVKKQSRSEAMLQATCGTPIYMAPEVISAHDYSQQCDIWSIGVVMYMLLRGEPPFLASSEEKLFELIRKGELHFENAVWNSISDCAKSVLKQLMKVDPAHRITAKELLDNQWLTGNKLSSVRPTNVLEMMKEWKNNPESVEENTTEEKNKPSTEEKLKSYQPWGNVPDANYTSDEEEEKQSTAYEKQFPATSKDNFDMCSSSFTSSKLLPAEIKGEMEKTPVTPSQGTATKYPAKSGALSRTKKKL
# OX1R FRET antag = blocks the human orexin 1 receptor. inhibition, % at 6.6 µM. 1.8% of 330,000 active. AID 485270. O43613. OX1R-expressing cells, FRET antagonist read-out; in the data active means inhibition mostly above about 38%, no sharp cut-off; inactive means mostly below about 40%;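 further: 0% = agonist challenge alone and 100% = reference antagonist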
# Target sequence (O43613 whole entry, looked up): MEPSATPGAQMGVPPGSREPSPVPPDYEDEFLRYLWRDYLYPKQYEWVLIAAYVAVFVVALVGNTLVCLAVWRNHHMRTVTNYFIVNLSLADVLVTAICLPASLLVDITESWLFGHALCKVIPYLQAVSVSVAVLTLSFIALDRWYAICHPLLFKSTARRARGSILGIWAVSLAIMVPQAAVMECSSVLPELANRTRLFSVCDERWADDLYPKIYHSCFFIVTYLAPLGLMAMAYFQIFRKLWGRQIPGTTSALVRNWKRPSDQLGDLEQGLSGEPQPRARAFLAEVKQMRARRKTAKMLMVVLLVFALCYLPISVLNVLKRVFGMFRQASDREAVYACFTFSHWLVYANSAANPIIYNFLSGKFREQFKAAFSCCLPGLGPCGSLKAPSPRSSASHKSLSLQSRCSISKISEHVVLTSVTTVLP
# An asterisk follows results filed as active; i = inactive; x = no result given.
# Every second line gives: KCNQ2 inh, STK33 inh, OX1R FRET antag
> CC(CNC(=S)Nc1cc(F)cc(F)c1)CSc1ccc(Cl)cc1 (stereo not given)
→ i, -1.1, 42
> COc1cc(Cl)c(C)cc1NC(=O)COC(=O)c1cnc(C)cn1
→ i, -2.9, 29
> O=C(C[n+]1cc(Br)cc(Br)c1)c1ccccc1
→ i, -0.6, -7
> CS(=O)(=O)N(CC(=O)N1CCCC1)Cc1ccc(Cl)c(Cl)c1
→ i, -1.2, 7
> Cc1ccc(N(Cc2ccccc2)C(=O)c2ccc(C)c(S(=O)(=O)N3CCOCC3)c2)cc1
→ x, -1.1, 10
> COC(=O)c1ccc(N2CCOCC2)c(F)c1
→ i, -1.5, 15
> O=C(N/N=C/c1c(F)cccc1Cl)C1CC1
→ i, -2.6, 4
> CCN(CC)C(c1ccc(F)cc1)c1nnnn1CC1CCCO1 (stereo not given)
→ i, 0.1, 7
> CC1=CC(C)(C)N(S(=O)(=O)c2ccc(F)cc2)c2ccccc21
→ i, 3.8, 29
> CCc1nnc(NC(=O)CSc2ccc(-c3ccccc3OC)nn2)s1
→ i, -1.8, 22

# The final 5 entries of the section before lead into the next.
# Every second line gives: KCNQ2 inh, STK33 inh, OX1R FRET antag
> COC(=O)c1ccc(N2CCOCC2)c(F)c1
→ i, -1.5, 15
> O=C(N/N=C/c1c(F)cccc1Cl)C1CC1
→ i, -2.6, 4
> CCN(CC)C(c1ccc(F)cc1)c1nnnn1CC1CCCO1 (stereo not given)
→ i, 0.1, 7
> CC1=CC(C)(C)N(S(=O)(=O)c2ccc(F)cc2)c2ccccc21
→ i, 3.8, 29
> CCc1nnc(NC(=O)CSc2ccc(-c3ccccc3OC)nn2)s1
→ i, -1.8, 22
> Cc1nnc2sc(-c3ccco3)nn12
→ i, 0.1, 7
> COc1cccc(OC)c1C(=O)Nc1ccc(N2CCN(S(C)(=O)=O)CC2)cc1
→ i, 0.5, 9
> O=C(O)c1ccc(C(=O)Nc2cccc3ccccc23)c(C(=O)O)c1
→ i, 0.9, x
> O=C(NCc1ccco1)c1ccc(COCC(F)(F)C(F)F)cc1
→ i, -0.9, 21
> On1c(-c2ccco2)nc2c1CCc1nonc1-2
→ i, -0.5, 15
> COc1ccc(-n2nc(C(=O)Nc3ccc4c(c3)OCO4)c3ccccc3c2=O)cc1
→ i, -0.3, 15
> COc1cccc(C(=O)NCCS(=O)(=O)N2CCOCC2)c1
→ i, -2.4, 15
> O=c1cc(-c2ccc(O)cc2)oc2cc(O)c(C3OC(CO)C(O)C(O)C3O)c(O)c12 (stereo not given)
→ i, 3.3, 17
> O=C(COC(=O)c1cccc(Br)c1)NCC1CCCO1 (stereo not given)
→ x, -0.8, 4
> COc1ccc(CC(=O)Nc2ccc(OC)nc2)cc1
→ i, -1.5, 2
> Cc1ccccc1OCc1nc(C#N)c(N2CCCC2)o1
→ i, -1.5, 15
> CC(=O)Nc1ccc(N/C(=N\S(=O)(=O)c2ccccc2)c2ccccc2)cc1
→ i, -1.5, 14
> c1ccc(-c2nnc(SCCC3OCCCO3)o2)cc1
→ i, 0.6, 13
> CNC(=S)Nc1ccc([N+](=O)[O-])cc1
→ i, 0.0, 26
> CCN(CC)S(=O)(=O)c1ccc(Cl)c(NC(=O)CSc2nnc(-c3cccs3)o2)c1
→ i, 0.7, 19
> CCCNC(=O)Nc1cc(C)on1
→ i, -0.5, 12
> C/C(=N\Nc1nc2ccccc2[nH]1)c1cccs1
→ i, x, 15
> CCN(CC)CCCNC(=O)COc1ccc2oc3c(c2c1)CCCC3
→ i, 0.1, 4
> Cc1ccc(NC(=O)Cc2nc(CSc3nnc(-c4ccc5c(c4)OCO5)o3)cs2)cc1
→ i, -0.5, 19
> Cc1noc(C)c1S(=O)(=O)N(C)CC(=O)Nc1ccc(F)cc1
→ i, -1.5, 10
> O=c1nc(-c2ccccc2Cl)c2cc(F)ccc2[nH]1
→ i, 0.1, -1
> C#CC(CCN1CCCCC1)(OC)c1ccccc1 (stereo not given)
→ i, -0.2, x
> Cc1cc(C)nc(NNS(=O)(=O)c2c(F)cc(F)cc2Br)n1
→ x, -1.8, 4
> CCOC(=O)N1CCN(C(=O)C2CCN(S(=O)(=O)c3cc(Cl)ccc3Cl)CC2)CC1
→ i, 0.4, 1
> CC1(C)Cc2nc(-c3ccccc3)n3cnnc3c2CO1
→ i, -0.7, 12
> CN(C)CC(=O)N1c2ccccc2CCc2ccc(NC(=O)c3ccc(N)cc3)cc21
→ i, x, 18
> CCOc1ccccc1CNC(=O)C1CCCN(c2nn3c(=O)cc(C)nc3s2)C1 (stereo not given)
→ i, -1.3, 22
> O=[N+]([O-])c1ccccc1CNCCCCO
→ x, -0.3, 16
> O=C(NC1CCCCC1)c1cc(N2C(=O)CCC2=O)ccc1Cl
→ i, -0.3, 12
> CC(CC(=O)Nc1ccc2c(c1)OCCO2)c1ccccc1 (stereo not given)
→ i, -0.7, 17
> CCCCOc1ccccc1P(=O)(O)CP(=O)(c1ccccc1)c1ccccc1
→ i, -0.4, 32
> COc1cccc(/C=N/NC(=O)c2nnn(-c3nonc3N)c2CN(C)c2ccccc2)c1
→ i, -0.6, 70*
> Cc1nn(C)c(C)c1CN(C)C(=O)c1cnn2c1NC(c1ccccc1)CC2C(F)(F)F (stereo not given)
→ i, -0.1, 9
> Cc1cc(C)cc(N(CCC#N)C(=O)CN2C(=O)NC3(CCCC3)C2=O)c1
→ i, 1.0, 10
> N#CCCN(C(=O)COC(=O)CNC(=O)C12CC3CC(CC(C3)C1)C2)c1ccccc1
→ i, -2.3, 9
> COc1ccc(-n2cc(CN3CCC(OC)CC3)c(-c3cccc(F)c3)n2)cc1
→ i, 1.4, 20
> Cc1ccc(/C=C/C(=O)O)cc1S(=O)(=O)NCCCO
→ i, -1.6, 16
> Fc1cccc(NC(=S)NCc2ccccc2Cl)c1
→ i, -0.4, 9
> CCOc1ccc(N2C(=O)CC(Cc3cc(C)cc(C)c3)C2=O)cc1 (stereo not given)
→ i, -1.0, x
> CCOc1ccc(NC(=O)COc2ccc(C(=O)N3CCC(C(N)=O)CC3)cc2OC)cc1
→ i, -0.5, 7
> C/C(=C/C(=O)N1CCc2ccccc21)C(=O)O
→ i, -2.1, 7
> Cc1ccc(C(=O)CNc2cccc(Cl)c2)cc1
→ i, -0.9, 9
> Clc1ccc(/C=N/NC2=Nc3cccc4cccc2c34)cc1
→ i, x, 18
> CCN(CC)CCNC(=O)C(=O)NCC1OCCN1S(=O)(=O)c1cccs1 (stereo not given)
→ i, 0.8, 6
> CCc1ccccc1N1C(=O)C2C3C=CC(CC3)C2C1=O (stereo not given)
→ i, -1.7, 6
> COc1cccc2cc(C(=O)OCC(=O)NCc3ccc4c(c3)OCO4)c(=O)oc12
→ i, 3.2, 20
> COc1ccc(N2CCN(C(=O)c3cc(C)oc3C)CC2)cc1
→ i, -1.3, -2
> CCOc1ccccc1C1CC(=O)NC2=C1C(=O)CC(C)(C)C2 (stereo not given)
→ i, -1.4, -8
> O=c1[nH]c(=O)n(C2CCCO2)cc1Br (stereo not given)
→ i, -1.9, 16
> COc1ccc([N+](=O)[O-])cc1N(CC(=O)O)S(C)(=O)=O
→ i, -4.1, 16

# Entries of single compounds, quoted from the list. Screens in order: KCNQ2 inh	STK33 inh	OX1R FRET antag
# N#CCCN(C(=O)COC(=O)CNC(=O)C12CC3CC(CC(C3)C1)C2)c1ccccc1 across the screens: i	-2.3	9
# O=c1nc(-c2ccccc2Cl)c2cc(F)ccc2[nH]1 across the screens: i	0.1	-1
# COc1cccc(OC)c1C(=O)Nc1ccc(N2CCN(S(C)(=O)=O)CC2)cc1 across the screens: i	0.5	9
# On1c(-c2ccco2)nc2c1CCc1nonc1-2 across the screens: i	-0.5	15

# The list continues.
# Every second line gives: KCNQ2 inh, STK33 inh, OX1R FRET antag
> COc1ccc(/C=C/C(=O)c2ccc(Cl)cc2)c(OC)c1
→ i, -1.0, 21
> CCN(CC)CCOC(=O)c1cccc(OC)c1
→ i, -1.1, 19
> Cc1cc2cc(CN(CC3CCCO3)C(=S)NCc3ccco3)c(=O)[nH]c2cc1C (stereo not given)
→ i, 0.3, 21
> CC1CCN(Cc2c(C(=O)N/N=C/c3ccc(C(F)(F)F)cc3)nnn2-c2nonc2N)CC1
→ i, 0.1, 41
> CC(C)CCNC(=O)CNC(=S)N(CCCN1CCOCC1)Cc1cccs1
→ i, -0.8, 12
> COc1ccccc1N1C(C)=CC(=C(C#N)c2nc3ccccc3s2)C=C1C
→ i, -1.7, 18
> O=C1CC(N2CCN(c3ccc(S(=O)(=O)N4CCCC4)cc3)CC2)C(=O)N1c1ccc(F)cc1 (stereo not given)
→ i, -0.3, 12
> O=C(COc1ccc(Cl)cc1Cl)NCC(=O)N/N=C/c1c[nH]c2ccccc12
→ i, -1.9, 6
> COc1cccc(/C=N/n2c(-c3cc(C)[nH]n3)n[nH]c2=S)c1OC
→ i, 0.6, 4
> Cc1cc(C)n2c(nc3ccccc32)c1C(=O)NN
→ i, -1.0, 37
> Cc1c(Cl)cccc1NC(=S)Nc1ccc2[nH]c(=O)[nH]c2c1
→ i, 1.2, 14
> Cc1nn(C)c(C)c1/C=C/C(=O)O
→ i, 1.9, -4
> CSCCC(NS(=O)(=O)c1cc(C(=O)O)ccc1Cl)C(=O)O (stereo not given)
→ i, -0.3, 23
> Cc1cccc(C)c1NC(=O)CN(C)C(=O)/C=C/c1cccs1
→ i, -2.0, 15
> CC(=O)Nc1ccccc1C(=O)C(=O)Nc1ccccc1
→ i, 4.2, -1
> CC(C)C(=O)Nc1ccc(NC(=O)c2ccc3c(c2)OCO3)cc1
→ i, -1.2, 3
> COc1cc(NC(=O)Cc2cccs2)c(C(=O)O)cc1OC
→ i, 1.2, 12
> CN1CCN(CC(O)COc2ccc(S(=O)(=O)N3CCOCC3)cc2)CC1 (stereo not given)
→ x, -0.8, 2
> COc1ccc(Br)cc1C(=O)NC(=S)Nc1c(C)n(C)n(-c2ccccc2)c1=O
→ i, -0.1, 12
> Cc1cc(Oc2ccccc2)nc(SCC(=O)Nc2ccc(Cl)cc2Cl)n1
→ i, -1.4, 5
> CC(=O)Nc1cccc(NC(=O)C2CCCN2C(=O)Nc2cccc(F)c2)c1 (stereo not given)
→ i, 0.2, 22
> O=C(OCC(O)C(O)COC(=O)c1ccccc1)c1ccccc1 (stereo not given)
→ i, -0.7, 11
> Cc1ccc(C(C(=O)NC2CCCCC2)N(C(=O)c2csnn2)C2CCCC2)o1 (stereo not given)
→ i, -1.1, 7
> CCOC(=O)c1cnc2c(CC)cccc2c1NCCN1CCOCC1
→ i, -0.9, 14
> CC1CCN(C(=O)c2ccc3ccccc3c2)CC1
→ i, 0.1, 11
> CCCc1nnc(SCC(=O)Nc2ccc(NC(C)=O)cc2)n1-n1cccc1
→ i, 2.5, 2
> Cc1ccc(-n2nc3ccc(NC(=O)c4ccc5c(c4)OCO5)cc3n2)cc1
→ i, -0.5, 12
> O=C(NCC(=O)N1CCN(S(=O)(=O)/C=C/c2ccccc2)CC1)c1ccccc1F
→ i, -1.1, 5
> N/C(=N\OC(=O)c1ccc(Cl)cc1)c1cccnc1
→ i, -1.1, 11
> CC(=O)N1CC2(NC(=O)c3ccccc3N2)c2ccccc21 (stereo not given)
→ i, -2.9, 12
> CCOc1cccc(OCCCNCCCOC)c1
→ i, -1.1, 4
> CCN(CC)C(=O)CSc1nnc(CCN)o1
→ x, -1.9, 22
> O=C1C2C3C=CC(C3)C2C(=O)N1c1ccncc1 (stereo not given)
→ i, -2.4, 19
> O=C(NCc1ccco1)C(C(=O)c1ccc(F)cc1)n1ccccc1=O (stereo not given)
→ i, -1.1, 13
> COc1ccc(N2CCN(CC(=O)NC(=O)NCc3ccco3)CC2)cc1
→ i, -1.4, 7
> COc1cc(OC)cc(C(=O)NNC(=O)c2ccc(-n3cncn3)c([N+](=O)[O-])c2)c1
→ i, -0.4, 29
> Cc1cccc(NC(=O)CC23CC4CC(C2)CC(n2nnc(C)n2)(C4)C3)c1
→ i, -1.7, 16
> O=C(COC(=O)/C=C/c1ccc([N+](=O)[O-])cc1)NCC1CCCO1 (stereo not given)
→ i, 1.4, 30
> Cc1cccc(C(=O)N=c2c(C#N)cc3c(=O)n4cccc(C)c4nc3n2Cc2ccco2)c1
→ i, -0.8, 44
> CCCCOC(=O)/C=C\C(=O)NC(N)=O
→ i, 0.3, 16
> O=C(COC(=O)Cc1n[nH]c(=O)c2ccccc12)Nc1ncc(Cl)cc1Cl
→ x, 1.6, 6
> CCC(=O)Nc1cc2c(C)cc(=O)oc2cc1C
→ i, -0.4, 21
> N#Cc1c(N)n[nH]c1Cc1cccc2ccccc12
→ i, 0.1, 50
> COc1cc(C(=O)NCCC(=O)NCCN2CCOCC2)cc(OC)c1OC
→ i, -0.4, 10
> CCc1nn(CCCC(=O)N(C)Cc2ccccc2)c(=O)c2cc3occc3n12
→ i, 1.6, 30
> COC(=O)[C@H](CC(C)C)NC(=O)NCCC1=CCCCC1
→ i, -1.6, 1
> CC(=O)c1sc(-c2ccc(F)cc2)cc1NS(=O)(=O)c1ccc(C)cc1
→ i, -0.5, 1
> COc1cccc(NC(=O)c2cnc(SCC(=O)NCc3ccc4c(c3)OCO4)n(C)c2=O)c1
→ i, -0.7, 22
> O=C1CC(C(=O)N2CCN(c3ccccn3)CC2)CN1Cc1ccccc1Cl (stereo not given)
→ i, 0.1, 8
> Cc1ccc(Nc2nc(CSc3nnc(-c4ccc(F)cc4)n3C)cs2)cc1
→ i, -2.3, 18

# (more compounds)
# Every second line gives: KCNQ2 inh, STK33 inh, OX1R FRET antag
> Cc1cccc(S(=O)(=O)N2CN(CC3CCCO3)c3nc4ccccc4nc32)c1 (stereo not given)
→ i, 0.7, 24
> O=C(c1ccncc1)c1nccn1-c1ccccn1
→ i, 0.0, 10
> Cc1nnc(N/N=C/c2c[nH]c3ccccc23)[nH]c1=O
→ i, -1.7, 13
> N#CCCN(Cc1ccccc1)C(=O)Nc1ccc2c(c1)CCO2
→ i, -2.3, 8

# Screening data as filed in PubChem BioAssay.
